High-throughput results deposited in PubChem by National Center for Advancing Translational Sciences (NCATS).
GLA spleen mod = inhibits or activates alpha-galactosidase in human spleen homogenate | human spleen homogenate, 4MU-alpha-Gal fluorescence, 40 min | P06280 | Potency, µM (highest dose often 80 µM), for the others: at the top dose activity change, negative = inhibition, actives largely listed as inhibitors | 0.008% of 240,000 active | AID 2107;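 also: potency is read from the fitted curve at half-maximal effect; 0% = enzyme with vehicle and -100% = no enzyme basal signal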
Target sequence (P06280 32-429 limits assumed): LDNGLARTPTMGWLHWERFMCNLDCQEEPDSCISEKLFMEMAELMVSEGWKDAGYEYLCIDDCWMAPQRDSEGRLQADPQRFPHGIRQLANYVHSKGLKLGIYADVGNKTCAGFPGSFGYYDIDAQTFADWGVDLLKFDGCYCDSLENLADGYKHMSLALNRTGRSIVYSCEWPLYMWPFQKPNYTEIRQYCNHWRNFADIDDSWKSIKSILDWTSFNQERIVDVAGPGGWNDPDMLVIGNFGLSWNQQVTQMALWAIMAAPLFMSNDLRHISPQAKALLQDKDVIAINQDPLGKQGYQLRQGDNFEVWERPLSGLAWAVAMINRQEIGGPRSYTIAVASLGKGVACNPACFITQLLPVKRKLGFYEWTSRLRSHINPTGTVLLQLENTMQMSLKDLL
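qHTS titration in buffer at pH 5.0. Alpha-galactosidase activity in spleen homogenate was measured via 4-methylumbelliferone release from 1 mM fluorogenic substrate after 40 min at 37C and a pH 10 stop. AC50 came from Hill fits of control-normalized data.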
TR SRC2 fluor cs = counter-screen for TRb-SRC2 inhibitors: fluorescence interference; Potency, µM (top dose mostly 106 µM), without a hit: at the highest dose fluorescence change, negative = quenching; 0.29% of 280,000 active; TRb/SRC2 Texas Red total fluorescence interference; active = well fitted curve in either direction with a large enough effect; inconclusive = small, poorly fitted or top-dose-only effect; also: potency is read from the fitted curve at half-maximal effect; % is scaled to controls: 0 for no effect and ±100 for the full control effect
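Human TRβ ligand-binding domain (0.6 uM) and Texas Red SRC2 peptide (20 nM) in Tris buffer with 1 uM T3 and 5% DMSO were incubated with pinned compound for 5 hr at ambient temperature. Total fluorescence was computed as S + 2P (555/632 nm).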
Tau fluor counter = counter-screen for tau fibril formation inhibitors; tau K18 P301L Alexa594 fluorescence, heparin fibrillization; Potency, µM (highest dose often 57.7 µM), inactives show at the highest dose activity change, negative = decrease; 0.93% of 280,000 active; AID 1463; also: potency is read from the fitted curve at half-maximal effect; % is scaled to controls: 0 for no effect and ±100 for the full control effect; nearly all actives have a fitted effect of over 55% in size
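Human tau K18 P301L (15 uM unlabeled, 0.24 uM Alexa 594-labeled) in 100 mM sodium acetate pH 7 with 20 uM heparin, 6 hr at 37 C. ThT 30 uM added, 1 hr ambient; Alexa 594 FP and total fluorescence read at 555/632 nm.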
TRb SRC2 PPI = inhibitors of human thyroid hormone receptor beta-SRC2 interaction. P10828. TRbeta-SRC2 peptide binding, fluorescence polarization; receptor liganded with 1 µM T3. AID 1469. 0.065% of 280,000 active. Potency, µM (top dose mostly 106 µM), for the others: at the highest dose activity change, negative = inhibition, most hits filed as inhibitors;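 also: potency is read from the fitted curve at half-maximal effect; plate controls were bound peptide for no effect and peptide without receptor for full effect; nearly all actives have a fitted effect of over 50% in size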
Target sequence (P10828 whole entry, looked up): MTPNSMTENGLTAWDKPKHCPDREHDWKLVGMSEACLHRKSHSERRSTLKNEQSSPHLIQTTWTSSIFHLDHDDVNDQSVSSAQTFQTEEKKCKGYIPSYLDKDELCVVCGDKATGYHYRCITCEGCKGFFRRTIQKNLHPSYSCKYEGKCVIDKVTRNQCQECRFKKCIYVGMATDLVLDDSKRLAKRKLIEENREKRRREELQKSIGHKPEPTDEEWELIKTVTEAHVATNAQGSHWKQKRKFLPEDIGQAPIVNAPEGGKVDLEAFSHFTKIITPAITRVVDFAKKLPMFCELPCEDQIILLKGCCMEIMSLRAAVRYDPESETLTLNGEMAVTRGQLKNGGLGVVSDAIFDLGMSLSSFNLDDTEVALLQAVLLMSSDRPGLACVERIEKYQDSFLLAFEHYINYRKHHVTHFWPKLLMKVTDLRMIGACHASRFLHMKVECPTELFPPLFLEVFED
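Read-out is fluorescence polarization (555 nm excitation, 632 nm emission) of a Texas Red SRC2 coactivator peptide; loss of signal reflects blocked binding to human TRb ligand-binding domain in the presence of 1 uM T3.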
NPSR antag = blocks cAMP signaling of the human neuropeptide S receptor. 1% of 220,000 active. Potency, µM (highest dose often 38.3 µM), for inactives: at the top dose activity change, negative = inhibition, actives largely listed as inhibitors. CHO-NPSR cells, cAMP TR-FRET, antagonist mode. AID 1461. Q6W5P4; also: potency is read from the fitted curve at half-maximal effect; % is scaled to controls: 0 for no effect and ±100 for the full control effect; nearly all actives have a fitted effect of over 50% in size; many of its hits are not listed in these tables
Tau fibril FP = inhibitors of human tau fibril formation; K18 P301L tau heparin fibrillization, Alexa594 FP, 6 h; Potency, µM (titrated, usually from 57.7 µM), without a hit: top-dose activity, negative = inhibition, hits mostly inhibitors; P10636; 0.39% of 280,000 active; also: potency is read from the fitted curve at half-maximal effect; % is scaled to controls: 0 for no effect and ±100 for the full control effect; nearly all actives have a fitted effect of over 55% in size
Target sequence (P10636 561-689 P618L limits assumed): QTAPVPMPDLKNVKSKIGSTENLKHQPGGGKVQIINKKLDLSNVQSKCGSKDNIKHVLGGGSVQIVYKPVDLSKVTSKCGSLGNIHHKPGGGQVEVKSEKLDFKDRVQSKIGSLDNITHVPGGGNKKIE
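Quantitative HTS format: compounds meet 15 uM recombinant K18 P301L tau and Alexa 594-tau tracer in 100 mM sodium acetate pH 7; 20 uM heparin triggers fibrillization at 37 C over 6 hr; FP gives the signal.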
Epigenetic derep = derepresses silenced GFP reporter in murine cells; murine LDR cells, GFP reporter derepression, 30 h; Potency, µM (titrated, usually from 53.9 µM), inactives show at the top dose GFP activation, hits mostly activators; 0.2% of 280,000 active; AID 1865; also: potency is read from the fitted curve at half-maximal effect; % of control where 0% means no effect; nearly all actives have a fitted effect of over 60% in size
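In this reporter-derepression format, murine cells bearing a silenced integrated CMV-GFP locus incubate with test compound (30 h, 37 C), then are washed and imaged; fluorescent objects of 20–120 um count as induced cells.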
CBFb-RUNX1 inh = blocks binding between human CBF-beta and RUNX1 | AlphaScreen CBFb-His/RUNX1-biotin binding, biochemical | Potency, µM (highest dose often 59.8 µM), without a hit: at the highest dose activity, negative = inhibition, most hits filed as inhibitors | 230,000 tested, under 10 active | AID 1477; also: % of control where 0% means no effect
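CBF-beta (His) and RUNX1 (biotin), 30 nM each; 20 min preassociation; + compound, 15 min; + beads 50 ng each (Ni, streptavidin), 90 min; RT; AlphaScreen read.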
The depositor's hits bear a star; ? = inconclusive; . = not tested or not shown; & = joins results of further samples; [ ] = remark or other dose. Unless noted, calls follow the shape of the dose curve; as a rule, active = well fitted curve in the direction sought with a large enough effect; inconclusive = small, poorly fitted or top-dose-only effect, or another doubt; inactive = no such curve, though single readings can be large; an effect the other way counts as inactive or inconclusive. These rows are one share of the data. The share of hits here may be higher or lower than overall.

structure,GLA spleen mod,TR SRC2 fluor cs,Tau fluor counter,TRb SRC2 PPI,NPSR antag,Tau fibril FP,Epigenetic derep,CBFb-RUNX1 inh
COCCNC(=O)CCC(=O)NNc1nc2ccccc2c2nc(-c3ccccc3)nn12,-8%,1%&-3%,-13%&-1%,-3%&-8%,-20%,-9%&1%,-0.3%&0.0%,3%
COc1ccc(-n2nnnc2/C(=C/N(C)C)C(=O)c2ccccc2)cc1,5%,2%,-2%,1%,7%,-6%,2.5%,1%
Cc1cc(NC(=O)c2sc(Nc3ccc(F)cc3)nc2N)no1,-2%,-8%,?,1%,-24%,8%,1.1%,-3%
CCO/C=C1\C(=O)N(CC)c2ccccc21,10%,1%,-8%,-13%,5%,4%,-1.0%,2%
CC(=O)N1CC[n+]2c(-c3ccc(Cl)cc3)csc21,0%,-2%,-25%,-3%,8%,?,0.0%,-5%
COc1ccccc1Nc1nnc(SCC(=O)c2cc(C)n(CC3CCCO3)c2C)s1 (stereo not given),-13%,-2%,?,-6%,-12%[46.1 µM],4%,0.8%,-13%
COc1ccc(C(=O)NNC(=O)c2ccccc2[N+](=O)[O-])cc1,-6%,-3%,-5%,-1%,34%,-6%,0.0%,-15%
O=c1cc(-c2cccc(O)c2)oc2cc(O)ccc12,3%,-4%,-11%,-2%,.,-10%,-2.7%,11%[21.7 µM]
CCOCCCNC(=O)C(NC(=O)c1ccc(=O)[nH]c1)c1ccccc1 (stereo not given),1%,0%,-6%,-6%,-9%[46.1 µM],-6%,4.3%,3%
COc1ccc(-c2nnn(CC(=O)N(Cc3ccccc3Cl)C(C(=O)NCC3CCCO3)c3ccco3)n2)cc1OC (stereo not given),-10%,-5%,?,-9%,-14%[46.1 µM],-7%,2.4%,0%
COC(=O)c1c(-c2cccs2)csc1NC(=O)COc1ccccc1,.,6%,?,5%,.,?,1.6%,.
Cc1ccn2c(CNC(C)CCn3cccn3)c(C(=O)N3CCCCCC3)nc2c1 (stereo not given),-2%,-2%,-2%,-2%,-4%,1%,-5.4%,3%
CC(=O)OC1CC(C)(C)N(OC(=O)c2ccccc2)C(C)(C)C1,2%,0%,4%,-10%,-4%[46.1 µM],6%,1.2%,1%
Cc1nc2ncnn2c(N2CCCC(C(=O)Nc3ccccc3Br)C2)c1C (stereo not given),-19%,1%,-7%,6%,12%,-1%,0.9%,2%
O=c1cc(-c2ccncc2)oc2ccccc12,9%,-1%,5%,-16%,-3%[46.1 µM],1%,1.1%,2%
COCCNC(=O)c1cnn2c(C(F)F)cc(-c3ccccc3)nc12,-5%,-1%,2%,-11%,-18%,-5%,11%,-7%

Nothing new here: an excerpt of the list.
structure,GLA spleen mod,TR SRC2 fluor cs,Tau fluor counter,TRb SRC2 PPI,NPSR antag,Tau fibril FP,Epigenetic derep,CBFb-RUNX1 inh
CCOCCCNC(=O)C(NC(=O)c1ccc(=O)[nH]c1)c1ccccc1 (stereo not given),1%,0%,-6%,-6%,-9%[46.1 µM],-6%,4.3%,3%
COc1ccc(-c2nnn(CC(=O)N(Cc3ccccc3Cl)C(C(=O)NCC3CCCO3)c3ccco3)n2)cc1OC (stereo not given),-10%,-5%,?,-9%,-14%[46.1 µM],-7%,2.4%,0%

Carrying on:
structure,GLA spleen mod,TR SRC2 fluor cs,Tau fluor counter,TRb SRC2 PPI,NPSR antag,Tau fibril FP,Epigenetic derep,CBFb-RUNX1 inh
Cc1cc(C)c(C)c(OCCCn2ccnc2)c1,-5%,0%,-8%,-19%,5%[46.1 µM],4%,-4.5%,8%
O=C1c2cccc3cccc(c23)C(=O)N1CC1CCN(CC(O)COc2ccc3ccccc3c2)CC1 (stereo not given),-8%,-6%,16µM*[quencher],0%,-1%[46.1 µM],-5%,1.7%,-8%
Cc1ccc2nc(N/C(=N/S(=O)(=O)c3ccc(F)cc3F)c3ccccc3)sc2c1,-18%,3%,-15%,-1%,-35%,-1%,1.1%,0%
C=CCN1CCN(C(c2ccccc2OC)c2nnnn2C(C)(C)C)CC1 (stereo not given),5%,-3%,6%,4%,-16%,2%,0.5%,2%
CCCCNC(=O)Nc1ccccc1C(=O)NCc1ccco1,11%,1%,5%,5%,1%[46.1 µM],1%,-0.2%,4%
COc1ccc(N2CCN(C(CNC(=O)C(C)(C)C)c3ccco3)CC2)cc1 (stereo not given),-16%,-1%,-11%,5%,6%,4%,-3.4%,2%
CC(C)(Oc1ccc(Cl)cc1)C(=O)Nc1nc2ccc(S(C)(=O)=O)cc2s1,.,-2%,-17%,0%,.,7%,4.9%,.
CCOc1ncccc1C(=O)Nc1ccc(Cl)c(S(=O)(=O)N2CCCC2)c1,-2%,0%,-15%,-8%,-18%,-4%,5.5%,1%
O=C1CC(C(=O)Nc2ccccc2C(=O)O)C(c2ccccc2)O1 (stereo not given),-5%,-1%,1%,2%,-3%[46.1 µM],0%,0.0%,7%
Cc1ccc(C(=O)N/C(=C\c2ccco2)C(=O)N2CCSCC2)cc1C,-12%,-2%,-2%,-1%,6%,-2%,6.1%,5%
c1ccc(NC2=Nc3ccccc3CS2)cc1,0%,-1%,-7%,-1%,15%[46.1 µM],-4%,-1.6%,-5%
CC(CC(=O)O)CC(=O)Nc1cccc([N+](=O)[O-])c1 (stereo not given),8%,-3%,6%,-9%,-17%,-1%,0.0%,7%
O=C(Nc1ccc(S(=O)(=O)Nc2ncccn2)cc1)c1cncc(Br)c1,-8%,4%,-1%,5%,5%,3%,-1.1%,5%
Cc1cc(SCC2=NNC(=O)C2)c(Cl)cc1Cl,9%,-2%,-20%,2%,-11%,13%,-4.9%,2%
COc1ccc(CC(=O)NNC(=O)c2ccncc2)cc1,-13%,-3%,1%,3%,12%,-4%,4.2%,6%
COc1ccc(OC)c(NC(=O)c2ccc(-c3nc(COc4ccccc4)c(C)o3)cc2)c1,.,-1%,?,-7%,.,7%,-1.6%,.

Among those listed so far, 2 have bromine:
structure,GLA spleen mod,TR SRC2 fluor cs,Tau fluor counter,TRb SRC2 PPI,NPSR antag,Tau fibril FP,Epigenetic derep,CBFb-RUNX1 inh
Cc1nc2ncnn2c(N2CCCC(C(=O)Nc3ccccc3Br)C2)c1C (stereo not given),-19%,1%,-7%,6%,12%,-1%,0.9%,2%
O=C(Nc1ccc(S(=O)(=O)Nc2ncccn2)cc1)c1cncc(Br)c1,-8%,4%,-1%,5%,5%,3%,-1.1%,5%

Next results
Every second line gives: GLA spleen mod	TR SRC2 fluor cs	Tau fluor counter	TRb SRC2 PPI	NPSR antag	Tau fibril FP	Epigenetic derep	CBFb-RUNX1 inh
- CCOC(=O)c1ccc(NC(=O)CSc2ncccn2)cc1
→ 7%	1%	-3%	-23%	-9%[46.1 µM]	8%	0.0%	6%
- CCOC(=O)N1CCN(C(=O)c2cc(Cl)c(Cl)cc2C(=O)O)CC1
→ -6%	-6%	2%	-3%	-4%[46.1 µM]	0%	0.0%	4%
- O=C(Cc1ccccc1)Nc1cccc(NC(=O)c2cccs2)c1
→ -3%	-4%	?	5%	22%	-12%	1.1%	-1%
- Cc1cccc2c1N(C(=O)c1ccco1)C(C)(C)c1ssc(=S)c1-2
→ -4%	2%	-11%	-5%	-8%[46.1 µM]	-1%	-0.9%	-1%
- Cc1[nH]c2ccccc2c1CCNC(=O)CCC(=O)c1ccccc1
→ 2%	1%	?	3%	-19%	9%	8.7%	-13%
- Cc1cc(C(=O)CN2C(=O)NC3(CCCc4sccc43)C2=O)c(C)n1-c1ccc(Cl)cc1 (stereo not given)
→ 2%	-2%[53 µM]	15%	-5%[53 µM]	-41%	3%	0.0%	9%
- Cn1c(SCC(=O)NC(=O)NCc2ccco2)nnc1C(F)(F)F
→ 2%	-4%	-12%	-4%	-3%[46.1 µM]	1%	-0.2%	-7%
- CC(C)c1ccc(NC(=S)NCc2cccs2)cc1
→ 14%	2%	?	4%	-8%[46.1 µM]	-6%	-1.1%	-3%
- Cc1ccc(NC(=O)c2cc(S(=O)(=O)N3CCC(C)CC3)cn2C)cc1Cl
→ .	-2%	1%	-1%	.	-14%	1.7%	.
- CC1=Nc2ccccc2N=C(N)C1c1ccccc1 (stereo not given)
→ 9%	0%	-14%	0%	-20%	-6%	-0.6%[10.1 µM]	2%
- O=S1(=O)N=C(SCCO)c2ccccc21
→ 0%	0%	0%	-6%	8%[46.1 µM]	1%	?	-6%
- COCCCNC(=O)c1ccc2c(=O)n(Cc3ccc(OC)cc3)c(=O)[nH]c2c1
→ 20%	-1%&-1%	-9%&-12%	4%&-1%	-14%	-14%&-12%	1.3%&-1.0%	-12%

Some entries already given, limited to TRb SRC2 PPI, Epigenetic derep and TR SRC2 fluor cs:
SMILES | TRb SRC2 PPI | Epigenetic derep | TR SRC2 fluor cs
CC(CC(=O)O)CC(=O)Nc1cccc([N+](=O)[O-])c1 (stereo not given) | -9% | 0.0% | -3%
COc1ccc(-n2nnnc2/C(=C/N(C)C)C(=O)c2ccccc2)cc1 | 1% | 2.5% | 2%
CCOC(=O)c1ccc(NC(=O)CSc2ncccn2)cc1 | -23% | 0.0% | 1%
